SMN2 splice enh – SMN2 splice variant enhancement | HEK293 SMN2-luciferase splicing reporter, luminescence, 30-36 h | Potency, µM (doses to about 46.1 µM), without a hit: top-dose activity change, positive = activation, actives largely listed as activators | actives 2.8% (n = 210,000); further: % of control where 0% means no effect; nearly all actives have a fitted effect of over 55% in size
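qHTS luciferase splicing reporter: luminescence rises when SMN2 exon 7 is included in transfected HEK293 cells. Compound exposure lasted 30-36 h at 37C, with 4.5 mM final sodium butyrate as control, followed by a ONE-Glo read.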
ALDH1A1 block – blocks purified human ALDH1A1 activity; P00352; actives 7.3% (n = 220,000); Potency, µM (series often up to 75.3 µM), for the others: at the highest dose activity, negative = inhibition, most hits filed as inhibitors; Purified ALDH1A1, NADH fluorescence, propionaldehyde substrate; AID 1030; active means well fitted inhibition curve with a large enough effect, not every such curve was filed as active; inconclusive means small, poorly fitted or top-dose-only effect, or another doubt; inactive means no such curve, though single readings can be large or run the other way;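 further: plate controls were no enzyme wells and a reference inhibitor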
TexasRed fluor – alters Texas Red total fluorescence, flagging assay interference; Potency, µM (titrated, usually from 106 µM), inactives show top-dose fluorescence change, negative = quenching; TRb/SRC2 Texas Red total fluorescence interference; actives 0.29% (n = 280,000); active means well fitted curve in either direction with a large enough effect; inconclusive means small, poorly fitted or top-dose-only effect; further: on the % scale 0 is the no-effect control and ±100 the full control effect
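Human TRb ligand-binding domain at 0.6 uM with 20 nM Texas Red SRC2 peptide in Tris buffer containing 1 uM T3 and 5% DMSO, incubated with compound 5 h at ambient temperature. Total fluorescence (555/632 nm) calculated as parallel + 2 × perpendicular.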
Lamin A splicing – LMNA splicing modulation; actives 0.01% (n = 200,000); HeLa LMNA splicing GFP/RFP minigene ratio, 48 h; Potency, µM (doses to about 46.1 µM), for inactives: top-dose ratio change, negative = inhibition, actives largely listed as inhibitors; active means well fitted inhibition curve with a large enough effect in the signal ratio, with a control signal flat, not every such curve was filed as active; inconclusive means small, poorly fitted or top-dose-only effect, or effect the other way, or a change in a side signal; the % refers to the signal ratio; further: on the % scale 0 is the no-effect control and ±100 the full control effect
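S3 HeLa stable clones carrying a lamin A-EGFP splicing minigene plus DsRed2 were seeded at 600 cells/well in Opti-MEM with 2% FBS, pin-dosed and incubated 48 h at 37°C. Acumen cytometry (488 nm) gave the GFP/RFP total-intensity ratio.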
TRb SRC2 PPI – inhibitors of human thyroid hormone receptor beta-SRC2 interaction; actives 0.065% (n = 280,000); Potency, µM (highest dose often 106 µM), inactives show top-dose activity change, negative = inhibition, most hits filed as inhibitors; TRbeta-SRC2 peptide binding, fluorescence polarization; receptor liganded with 1 µM T3;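 further: plate controls were bound peptide for no effect and peptide without receptor for full effect; nearly all actives have a fitted effect of over 50% in size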
Target sequence (P10828 whole entry, looked up): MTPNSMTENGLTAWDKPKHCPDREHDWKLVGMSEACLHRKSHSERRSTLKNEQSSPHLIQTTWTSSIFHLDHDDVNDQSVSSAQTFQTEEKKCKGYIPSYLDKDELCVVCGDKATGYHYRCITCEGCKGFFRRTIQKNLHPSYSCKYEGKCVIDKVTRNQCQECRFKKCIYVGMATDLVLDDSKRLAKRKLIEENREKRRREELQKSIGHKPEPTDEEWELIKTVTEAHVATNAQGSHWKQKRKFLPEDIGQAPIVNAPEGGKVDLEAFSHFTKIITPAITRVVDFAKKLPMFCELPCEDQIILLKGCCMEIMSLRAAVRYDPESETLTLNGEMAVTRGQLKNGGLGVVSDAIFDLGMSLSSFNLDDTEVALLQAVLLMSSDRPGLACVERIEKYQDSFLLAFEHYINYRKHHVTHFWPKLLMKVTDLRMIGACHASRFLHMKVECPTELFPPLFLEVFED
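Decrease in fluorescence polarization of 20 nM Texas Red SRC2 coactivator peptide flagged inhibition of its binding to 0.6 uM TRb LBD; 1 uM T3 included, incubation 5 hr, ex 555/em 632 nm.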
RECQ1 helicase – RECQ1 (human) helicase inhibition. Potency, µM (top dose mostly 57.3 µM), inactives show at the highest dose activity, negative = inhibition, actives largely listed as inhibitors. actives 0.54% (n = 240,000). P46063. RECQ1 DNA unwinding, red fluorescence kinetic read;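 further: plate controls were vehicle for no effect and no enzyme for full effect; nearly all actives have a fitted effect of over 30% in size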
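50 nM RECQ1T1 preincubated 15 min with compound in Tris pH 8.0 buffer with MgCl2, DTT, Tween-20 and 2.5 ug/ml poly(dI-dC); started with 200 nM TAMRA/BHQ-2 forked duplex and 2 mM ATP. Unwinding read as fluorescence (525/598 nm), two reads 2 h apart.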
KDM4E inh – inhibitors of human JMJD2E histone demethylase; B2RXH2; JMJD2E catalytic domain, FDH-coupled NADH fluorescence (FDH is formaldehyde dehydrogenase); Potency, µM (highest dose often 57.1 µM), for inactives: top-dose activity change, negative = inhibition, actives largely listed as inhibitors; AID 2147; actives 1.6% (n = 230,000); active means well fitted inhibition curve with a large enough effect, not every such curve was filed as active; inconclusive means small, poorly fitted or top-dose-only effect, or another doubt; inactive means no such curve, though single readings can be large or run the other way;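 further: 0% = wells with enzyme and -100% = buffer wells without enzyme; nearly all actives have a fitted effect of over 50% in size; many of its hits are not listed in these tables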
GoLoco inh red – inhibitors of human Gai1-RGS12 GoLoco interaction (red fluorophore). Gai1:RGS12 GoLoco peptide FP, rhodamine, 10 min. Potency, µM (highest dose often 61.6 µM), inactives show at the highest dose activity, negative = inhibition, hits mostly inhibitors. actives 0.44% (n = 230,000); active means well fitted inhibition curve with a large enough effect, not every such curve was filed as active; inactive means no such curve, though single readings can be large or run the other way; further: on the % scale 0 is the no-effect control and ±100 the full control effect; nearly all actives have a fitted effect of over 30% in size; many of its hits are not listed in these tables
Target sequence (P63096 whole entry, looked up): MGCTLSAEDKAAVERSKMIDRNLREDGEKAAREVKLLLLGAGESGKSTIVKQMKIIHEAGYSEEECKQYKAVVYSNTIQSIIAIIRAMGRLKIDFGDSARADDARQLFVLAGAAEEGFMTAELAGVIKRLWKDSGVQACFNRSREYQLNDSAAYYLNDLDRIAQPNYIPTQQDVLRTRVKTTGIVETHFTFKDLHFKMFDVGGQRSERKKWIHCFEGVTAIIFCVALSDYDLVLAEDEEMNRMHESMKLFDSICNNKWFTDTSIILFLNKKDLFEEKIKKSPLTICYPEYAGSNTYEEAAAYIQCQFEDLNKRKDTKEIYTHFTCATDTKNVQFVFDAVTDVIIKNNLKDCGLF
Starred values were filed as active, the others as inactive; i = inactive; u = inconclusive; x = no result given; [ ] = dose if it differs, or a comment. Unless noted, the call rests on the fitted dose curve; in most records, active means well fitted curve in the direction sought with a large enough effect; inconclusive means small, poorly fitted or top-dose-only effect, or another doubt; inactive means no such curve, though single readings can be large; an effect the other way counts as inactive or inconclusive. Potency means the concentration at half of the fitted maximal effect. Not all compounds are listed. The share of hits here may be higher or lower than overall.

SMILES | SMN2 splice enh | ALDH1A1 block | TexasRed fluor | Lamin A splicing | TRb SRC2 PPI | RECQ1 helicase | KDM4E inh | GoLoco inh red
CC(C)=CCC/C(C)=C/CO/N=C1/C[C@@H](O)[C@@H](O)[C@@H]2[C@@H]3C(=O)N(C4CCCCC4)C(=O)[C@H]3CC[C@@H]12 | x | 1.0%[13.5 µM] | -1.2%[11.2 µM] | x | -2.3%[11.2 µM] | i[11.5 µM] | x | x
CC1CC(C)CN(c2ccc([N+](=O)[O-])cc2-c2nn[nH]n2)C1 (stereo not drawn) | 7.5% | -12.1% | -1.4% | 0.0% | 1.5% | -7.1% | 3.16µM* | -11.0%
CC(C)c1ccc(N2C(=O)CC(NNC(=O)c3cccnc3)C2=O)cc1 (stereo not drawn) | x | x | -2.8% | x | -2.0% | -3.6% | 1.7% | 1.8%
COc1ccc(NC(=O)Nc2ccc(Br)cn2)cc1 | u | 5.4% | 1.0% | 5.9%[46 µM] | -7.1% | -5.3% | 11.1% | -0.6%
CC(=O)Oc1ccc2ccccc2c1C(NC(=O)C(C)C)c1cccc([N+](=O)[O-])c1 (stereo not drawn) | 9.7% | 4.3% | -2.1% | u | -16.8% | i | -1.5% | 4.8%
COc1cccc(-n2c(SCC(=O)N3c4ccccc4CC3C)nnc2-c2ccco2)c1 (stereo not drawn) | 17.0% | 25.1µM* | -6.1% | -0.6% | -11.5% | 6.4% | 8.0% | 7.2%
CCOc1cc(/C=C2/SC(=S)N(CC(=O)O)C2=O)ccc1OC(=O)c1cccs1 | x | x | 0.2% | x | -5.5% | u | -5.1% | 19.8%
CC1=C(C(=O)OC(C)C)C(c2cccs2)N2C(=O)CCSC2=N1 (stereo not drawn) | u | u | -2.0% | 10.8% | -14.5% | 11.9% | 6.9% | 10.7%
Cn1c(O)c(N=NC(=O)Cn2ccc(C(F)(F)F)n2)c2ccccc21 | 1.9% | -5.6% | 0.4% | 2.5% | -9.5% | -3.4% | 10.7% | 7.2%
CCC(C)(C)C1CCc2c(sc(NC(=O)c3cccs3)c2C(N)=O)C1 (stereo not drawn) | -13.3% | u | -1.5% | -2.5% | -2.4% | -6.3% | u | 8.2%

Filtered by structure, those above containing a halogen.
SMILES | SMN2 splice enh | ALDH1A1 block | TexasRed fluor | Lamin A splicing | TRb SRC2 PPI | RECQ1 helicase | KDM4E inh | GoLoco inh red
COc1ccc(NC(=O)Nc2ccc(Br)cn2)cc1 | u | 5.4% | 1.0% | 5.9%[46 µM] | -7.1% | -5.3% | 11.1% | -0.6%
Cn1c(O)c(N=NC(=O)Cn2ccc(C(F)(F)F)n2)c2ccccc21 | 1.9% | -5.6% | 0.4% | 2.5% | -9.5% | -3.4% | 10.7% | 7.2%

(cont.)
SMILES | SMN2 splice enh | ALDH1A1 block | TexasRed fluor | Lamin A splicing | TRb SRC2 PPI | RECQ1 helicase | KDM4E inh | GoLoco inh red
CCOn1c(=O)c(=O)n(OCc2ccccc2)c2ccccc21 | -0.7% | u | -2.6% | 0.2% | 2.7% | -16.8% | -4.3% | 4.8%
COC(=O)c1ccc(CSc2nc(C)nc3sc(C)c(C)c23)o1 | x | 2.2% | 1.4% | -3.2% | 2.9% | -4.5% | 3.5% | x
CCC(=O)Nc1nc2c(OC)ccc(C)c2s1 | u | -5.4% | 4.0% | u | 10.7% | 5.2% | -4.3% | 2.1%
COC(=O)c1cn(NC(=O)c2ccc(OC)c(OC)c2)c(=O)c2ccccc12 | -1.9% | -15.5% | 1.4% | -4.9% | -4.3% | 5.7% | 0.7% | 2.1%
COc1ccc(Cn2cc3c(-c4ccc(F)cc4)nnc-3c3cc(OC)c(OC)cc32)cc1 | 12.4% | u | 3.4% | -17.3% | -15.7% | 5.4% | u | 18.9%
COC(=O)/C=C/c1cnc2ccccc2c1 | u | -15.4% | -1.4% | -16.1%[46 µM] | 5.4% | -12.8% | u | -4.2%
Cc1ccc(C(c2sc3ncnn3c2O)N2CCC(C)CC2)cc1 (stereo not drawn) | 5.2% | 0.1% | -0.6% | -4.5% | -1.4% | -0.8% | -4.1% | 6.9%
CN(C)/C=C(\C=O)c1ncc(C(F)(F)F)cc1Cl | -6.9% | -6.5% | 3.0% | u | -1.2% | -15.9% | 7.1% | -9.8%
CCN(CC)CCOCCOc1cc(C)c(Cl)c(C)c1 | -4.1% | 8.8% | -0.2% | 4.4% | -2.3% | i | 7.8% | -8.2%
Cc1onc(-c2ccccc2)c1C(=O)OCC(=O)Nc1ccc2c(c1)OCO2 | -18.2% | -9.6% | 0.1% | u | 1.7% | i | 6.5% | 4.1%

4 entries out of the list, ordered by count of non-hydrogen atoms, smallest number first.
SMILES | SMN2 splice enh | ALDH1A1 block | TexasRed fluor | Lamin A splicing | TRb SRC2 PPI | RECQ1 helicase | KDM4E inh | GoLoco inh red
COC(=O)/C=C/c1cnc2ccccc2c1 | u | -15.4% | -1.4% | -16.1%[46 µM] | 5.4% | -12.8% | u | -4.2%
CC1CC(C)CN(c2ccc([N+](=O)[O-])cc2-c2nn[nH]n2)C1 (stereo not drawn) | 7.5% | -12.1% | -1.4% | 0.0% | 1.5% | -7.1% | 3.16µM* | -11.0%
CC(C)c1ccc(N2C(=O)CC(NNC(=O)c3cccnc3)C2=O)cc1 (stereo not drawn) | x | x | -2.8% | x | -2.0% | -3.6% | 1.7% | 1.8%
COc1ccc(Cn2cc3c(-c4ccc(F)cc4)nnc-3c3cc(OC)c(OC)cc32)cc1 | 12.4% | u | 3.4% | -17.3% | -15.7% | 5.4% | u | 18.9%

Next entries
SMILES | SMN2 splice enh | ALDH1A1 block | TexasRed fluor | Lamin A splicing | TRb SRC2 PPI | RECQ1 helicase | KDM4E inh | GoLoco inh red
CN(CCOC(=O)/C=C/c1ccccc1)C(C)(C)C | 4.2% | 5.6% | -0.9% | -3.0% | 10.6% | 1.7% | -27.9% | -14.0%
O=C(COc1ccc(Cl)cc1Cl)NCCCN1CCOCC1 | -6.3% | -0.6% | -0.9% | 2.1% | -12.4% | -2.4% | -0.2% | -1.4%
C=CCOc1nc2c(c(=O)n(C)c(=O)n2C)n1Cc1ccccc1 | x | x | -1.6% | x | -0.6% | -2.9% | 10.8% | -0.4%
Cc1ccc(S(=O)(=O)NC2=NCCCCC2)cc1 | -7.0% | -3.2% | 1.0% | -9.2% | -8.5% | i | 6.9% | 7.7%
CSc1ncc(Cl)c(C(=O)Nc2cccc(C)c2)n1 | -15.3% | -5.3% | 3.4% | -8.6% | -1.5% | -0.5% | -11.1% | 11.2%
COc1ccc(OC(=O)CCCN2C(=O)c3ccccc3C2=O)cc1 | 3.6% | 8.1% | 0.1% | -13.7% | 2.2% | -6.9% | -5.3% | 10.7%
COc1cc(CNC(C)(C)CO)cc(Br)c1OCc1ccccc1 | -10.7% | 0.1% | 1.1% | -4.4%[46 µM] | 2.4% | i | 2.2% | -8.8%

Among those listed so far, 2 contain a furan ring, fused or not:
SMILES | SMN2 splice enh | ALDH1A1 block | TexasRed fluor | Lamin A splicing | TRb SRC2 PPI | RECQ1 helicase | KDM4E inh | GoLoco inh red
COc1cccc(-n2c(SCC(=O)N3c4ccccc4CC3C)nnc2-c2ccco2)c1 (stereo not drawn) | 17.0% | 25.1µM* | -6.1% | -0.6% | -11.5% | 6.4% | 8.0% | 7.2%
COC(=O)c1ccc(CSc2nc(C)nc3sc(C)c(C)c23)o1 | x | 2.2% | 1.4% | -3.2% | 2.9% | -4.5% | 3.5% | x

Screens deposited in PubChem by National Center for Advancing Translational Sciences (NCATS).
